From PubChem
Casp1 inh: allosteric or competitive inhibitors of human caspase-1; P29466; Caspase-1 enzyme, Ac-WEHD-AFC fluorogenic rate; Potency, µM (series often up to 57.5 µM), for the others: at the highest dose activity change, negative = inhibition, usual class: inhibitors; 75,000 compounds, 0.03% hits; AID 900;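 note: potency is the fitted concentration of half-maximal effect; plate controls were vehicle for no effect and no substrate for full effect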
USP2a inhib: blocks human ubiquitin-specific protease USP2a; Potency, µM (series often up to 38.3 µM), inactives show top-dose activity change, negative = inhibition, usual class: inhibitors; USP2a enzymatic assay, qHTS inhibition; AID 927; 60,000 compounds, 0.1% hits;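 note: potency is the fitted concentration of half-maximal effect; nearly all actives have a fitted effect of over 60% in size; plate controls were DMSO for no effect and NEM full inhibition control for full effect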
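USP2 core (20 nM final) was preincubated with compound for 30 min at RT in 20 mM Tris-HCl pH 8.0, 2 mM CaCl2, 2 mM beta-mercaptoethanol; Ub-PLA2 (20 nM) plus NBD C6-HPC (20 uM) then added, fluorescence read after 2.5 h.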
Caspase-7 inhib: allosteric or competitive inhibitors of human caspase-7; recombinant caspase-7, Ac-DEVD-AFC fluorescence rate; Potency, µM (series often up to 57.5 µM), for inactives: top-dose activity change, negative = inhibition, actives largely listed as inhibitors; 75,000 compounds, 0.02% hits; AID 889; active = well fitted inhibition curve with a large enough effect in the main read-out, with a control signal flat, not every such curve was filed as active; inconclusive = small, poorly fitted or top-dose-only effect, or a change in a side signal; note: potency is the fitted concentration of half-maximal effect; % of control where 0% means no effect
HEK293 cAMP cs: parental HEK293 cAMP activation (counter-screen) | parental HEK293 CNG cAMP sensor, membrane potential fluorescence | Potency, µM (highest dose often 57.1 µM), for inactives: at the top dose activation, most hits filed as activators | 73,000 compounds, 2.5% hits; note: potency is the fitted concentration of half-maximal effect; % of control where 0% means no effect; nearly all actives have a fitted effect of over 55% in size
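Counterscreen for endogenous-receptor signalling: CNG-channel HEK 293 cells report cAMP rise by membrane depolarization. After 60 min dye equilibration with 100 uM RO 20-1724, compounds incubated 30 min before bottom-read fluorescence at 590 nm.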
4-MU autofl: compound fluoresces in the 4-MU spectral region | compound autofluorescence, 340/450 nm, 4-MU equivalents; hits give high values | max dye-equivalent concentration, M | 59,000 compounds, 11% hits | AID 589; in the data active = max dye-equivalent concentration above about 10 nM; inconclusive = mostly about 1.1 nM to 9.6 nM
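Compounds in 100 mM Tris, pH 8.0, incubated 15 min at room temperature, then fluorescence read at 340 nm excitation/450 nm emission. Signal converted to 4-MU dye-equivalent concentration using an on-plate six-point 4-MU standard curve.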
A350 autofl: compounds fluorescent in Alexa 350 spectral region. Compound autofluorescence, 340/450 nm, Alexa 350 dye-equivalents; hits give high values. 59,000 compounds, 11% hits. max dye-equivalent concentration, M; in the data active = max dye-equivalent concentration above about 10 nM; inconclusive = mostly about 1.1 nM to 9.6 nM
Fluorescein fluor: fluorescein region autofluorescence | 59,000 compounds, 0.91% hits | max fluorescein-equivalent concentration, M | AID 593 | Compound autofluorescence, 480/540 nm, fluorescein-equivalent; hits give high values; in the data active = max fluorescein-equivalent concentration above about 10 nM; inconclusive = between about 1.1 nM and that limit
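Values reflect compound autofluorescence, normalized to fluorescein on the same plate and reported at each tested concentration. Conditions: 100 mM Tris pH 8.0, room temperature, 15 min, excitation 480 nm, emission 540 nm.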
BRCT PPI green: blocks human BRCA1 BRCT binding to phosphopeptide, green readout; P38398; BRCA1 BRCT-phosphopeptide binding, green fluorescence polarization; Potency, µM (series often up to 76.9 µM), for the others: top-dose activity change, negative = inhibition, usual class: inhibitors; 75,000 compounds, 0.05% hits; AID 875;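 note: potency is the fitted concentration of half-maximal effect; plate controls were peptide without protein for full effect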
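Fluorescence polarization: His-tagged BRCT (~35 kDa BRCA1 C-terminus, 250 nM) bound to 100 nM fluorescein-labeled phosphorylated 10-aa BACH1 peptide, pH 7.3 phosphate buffer with DTT and Tween 20. Compounds incubated 12 min at room temperature; inhibition read as lowered polarization.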
BRCT PPI red: disrupts BRCA1 BRCT binding to phosphoprotein, red fluorophore readout; 75,000 compounds, 0.03% hits; Potency, µM (highest dose often 76.9 µM), inactives show at the top dose activity change, negative = inhibition, usual class: inhibitors; AID 892; BRCT-phosphopeptide binding, red fluorescence polarization; note: % is set by controls: 0 for no effect and ±100 for the full control effect
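Fluorescence polarization: 100 nM His-tagged BRCA1 BRCT with 100 nM TAMRA-labelled phospho-BACH1 decapeptide, phosphate buffer pH 7.3 with 150 mM NaCl, DTT, 0.01% Tween 20; 12 min RT. Binding inhibition seen as FP decrease.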
GFP derepression: epigenetic modulators derepressing GFP locus in mouse cells; AID 597; Potency, µM (series often up to 46.1 µM), without a hit: top-dose GFP derepression (activation); mouse C127i GFP locus derepression, cytometry, 30 h; 68,000 compounds, 0.09% hits; note: % of control where 0% means no effect
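Read-out is the number of GFP-positive cells, scored as fluorescent objects 20 to 120 um wide, reflecting derepression of a silenced CMV-GFP reporter in murine C127i cells after 30 h compound exposure at 37 C.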
UbGFP stabilizer: proteasome inhibitors stabilizing ubiquitin-GFP reporter; Potency, µM (titrated, usually from 45.9 µM), for the others: top-dose activation (GFP accumulation), hits mostly activators; 67,000 tested, under 10 active; Ubiquitin-GFP reporter cells, proteasome inhibition, GFP fluorescence; response scale: untreated = 0%, 10 µM MG-132 = 100%; active = well fitted activation curve with a large enough effect, not every such curve was filed as active; inconclusive = small, poorly fitted or top-dose-only effect, or another doubt; inactive = no such curve, though single readings can be large or run the other way; note: potency is the fitted concentration of half-maximal effect
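U2OS cells stably expressing ubiquitin(G76V)-GFP, seeded overnight in 0.5% FBS medium, were exposed to compounds (qHTS, 46 uM to 2.9 nM) for 4 hr at 37 °C. GFP-positive cells were counted by laser cytometry (488 ex/515 em), normalized between basal and 10 uM MG-132.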
* hit, by the source's call; i = inactive; u = inconclusive; x = not tested or not shown; [ ] = another dose, or the depositor's remark. Unless noted, calls come from the whole dose curve; as a rule, active = well fitted curve in the direction sought with a large enough effect; inconclusive = small, poorly fitted or top-dose-only effect, or another doubt; inactive = no such curve, though single readings can be large; an effect the other way counts as inactive or inconclusive. The list is partial (hit frequency here may not be typical).

compound	Casp1 inh	USP2a inhib	Caspase-7 inhib	HEK293 cAMP cs	4-MU autofl	A350 autofl	Fluorescein fluor	BRCT PPI green	BRCT PPI red	GFP derepression	UbGFP stabilizer
O=C(C1CCN(S(=O)(=O)c2cccc3cccnc23)CC1)N1CCN(Cc2ccccc2)CC1	1.2%	x	-4.0%	-0.8%	x	x	x	0.3%	0.7%	-5.0%	2.6%
COc1ccccc1CN1CCCC2(CCN(C(=O)c3cccc(F)c3)CC2)C1	1.2%	18.4%	-0.9%	u	i	i	i	-0.8%	-0.7%	0.0%[9.22 µM]	-4.4%
COC(=O)[C@@]1(Cc2ccc(OC)cc2)[C@H]2c3cc(C(=O)N4CCCC4)n(CCc4ccccn4)c3C[C@H]2CN1C(=O)c1ccccc1	-4.2%	x	-2.1%	u	x	x	x	0.3%	0.9%	x	x
CC(=O)N1CCN(S(=O)(=O)c2cccc(C(=O)Nc3ccc4c(c3)CCC4)c2)CC1	-2.4%	33.6%[activator]	-0.6%	-4.3%	i	i	i	0.4%	-0.7%	0.0%	0.3%
Cc1cc(Cl)c(S(N)(=O)=O)cc1OCC(N)=O	-0.1%	1.5%	-0.2%	0.4%	i	u	i	-1.8%	-1.2%	2.0%	4.2%
COc1ccc(CNc2ncncc2-c2ccccc2C(F)(F)F)c(OC)c1	-0.9%	27.7%	-7.7%	u	i	i	u	-1.6%	-0.4%	-5.0%[9.22 µM]	-0.5%
CN(C)c1oc(-c2ccccc2F)nc1C#N	1.1%	x	0.7%	5.7%	x	x	x	-2.6%	0.5%	x	-5.7%
O=C(Nc1nc(-c2cccs2)c(-c2ccccc2)s1)c1ccco1	-1.8%	9.4%	-5.3%	18.3%	2.1e-08M*	1.63e-08M*	i	-0.8%	-1.5%	-1.9%	-2.3%
CC(C)OC(=O)CSc1nnc(-c2cnccn2)n1Cc1ccco1	-0.3%	6.5%	-2.5%	8.9%	i	i	u	-1.1%	0.7%	-3.2%	-12.8%
CC[C@@H]1Cc2cc(O)ccc2C2=C1c1ccc(O)cc1C[C@H]2CC	-1.1%	25.1µM*	-8.1%	6.31µM*	2.65e-07M*	2.58e-07M*	u	0.3%	1.5%	1.0%	-4.8%
O=C(Nc1cnn(Cc2ccc(F)cc2)c1)c1cc(-c2ccc(Br)cc2)on1	-3.9%	x	-0.4%	10.9%	x	x	x	-2.1%	-5.2%	x	8.1%
c1ccc2nc(-c3nc4ccccc4[nH]3)ccc2c1	0.7%	x	2.0%	u	2.83e-08M*	2.75e-08M*	i	-1.3%	0.5%	5.6%	0.2%
COC(=O)c1ccc(CSc2nnc(CNC(=O)c3ccccc3F)o2)o1	0.4%	-0.6%	-0.8%	-11.7%	i	i	i	-0.3%	-1.8%	0.0%	10.3%
Cc1ccc(-c2nc(CS(=O)CC(=O)NCCN3CCOCC3)c(C)o2)cc1 (stereo not drawn)	-4.0%	x	-0.1%	10.2%	x	x	x	-1.3%	-0.5%	x	2.9%
Cc1ccccc1CSCC(=O)NC(=O)NC(C)(C)C	0.0%	2.6%	0.4%	7.3%	u	u	i	-0.9%	-0.6%	0.0%	1.9%
O[C@@H]1CC[C@H]2Cc3ccccc3N=C21	x	x	x	1.8%	i	i	i	x	x	-4.7%[9.22 µM]	6.5%
O=C(NCc1ccccc1)C(c1cccs1)N(C(=O)c1csnn1)C1CC1 (stereo not drawn)	0.4%	-7.3%	0.9%	13.5%	i	i	i	-0.5%	0.1%	3.3%	5.7%
CCOC(=O)C(C)Sc1nnc(Cc2cc(=O)[nH]c(=O)[nH]2)n1-c1ccc(OCC)cc1 (stereo not drawn)	-0.1%	x	-1.0%	0.9%	x	x	x	-3.1%	-5.4%	x	3.3%
N#CC1=C(N)Oc2n[nH]c(-c3cccs3)c2C1c1ccoc1 (stereo not drawn)	-0.8%	21.8%	0.4%	20.0%	i	i	u	0.7%	-4.0%	0.0%	-2.5%
Nn1c(SCC(=O)Nc2ccc3c(c2)OCO3)nnc1C1CCCCC1	0.7%	5.8%	0.4%	-22.8%	i	u	i	-0.3%	0.3%	0.0%	-4.1%
C[C@@]12CCC(=O)C=C1CC[C@@H]1[C@@H]2[C@H](O)C[C@]2(C)[C@@H]1CC[C@]2(O)C(=O)CO	1.5%[25.7 µM]	-2.8%[17.1 µM]	0.8%[25.7 µM]	-6.7%[25.6 µM]	i	i	u	-1.6%[34.4 µM]	-1.4%[34.4 µM]	-1.7%[20.6 µM]	-9.7%[20.5 µM]
CC(=O)Nc1cccc(-c2csc(NCc3ccco3)n2)c1	0.5%	14.1%	5.3%	-3.9%	i	i	i	-2.5%	0.4%	-1.4%	4.2%
COc1ncc2nc(-c3ccc(F)cc3)c(=O)n(C[C@H]3CCCO3)c2n1	-10.1%	4.0%	-12.7%	u	3.1e-08M*	3.84e-08M*	i	-0.1%	-0.8%	-0.3%[9.22 µM]	-5.9%
COCCN1C(=O)C(=O)/C(=C(/O)c2ccc(OC(C)C)cc2)C1c1cccnc1 (stereo not drawn)	-2.1%	5.6%	1.2%	-8.1%	i	i	u	-3.7%	0.2%	0.9%	0.0%
CN1CCN(C(=O)c2cc3c(s2)-c2ccccc2S(=O)(=O)C3)CC1	-3.9%	x	-8.0%	-2.0%	x	x	x	-3.0%	-1.1%	x	0.8%
CS(=O)(=O)c1ccc2nc(NC(=O)CCC(=O)c3cccs3)sc2c1	-2.1%	25.4%	-6.8%	-7.8%	i	u	u	1.1%	0.1%	-2.5%	-4.2%
Cn1c(=O)c2c(nc(SCCOc3ccc4ccc(=O)oc4c3)n2C)n(C)c1=O	-1.9%	x	-0.3%	2.7%	x	x	x	0.1%	0.7%	-2.3%	6.2%
Cc1ccc(NC(=O)Cn2cccc2)cc1Cl	-1.0%	8.0%	-0.1%	1.3%	i	i	i	-1.1%	0.7%	-1.1%	-12.8%
O=C(CCCNS(=O)(=O)c1ccccc1)NCc1ccco1	-2.0%	x	0.3%	-13.3%	x	x	x	1.0%	0.1%	x	x
COc1ccc(C2C(C(=O)NCc3cccnc3)c3ccccc3C(=O)N2C)cc1OC (stereo not drawn)	-1.0%	1.1%	0.1%	0.4%	8.91e-08M*	7.95e-08M*	i	-0.5%	0.5%	-1.7%	-0.5%
Cc1ccc2oc(=O)c3cnn(CC(=O)N4CCCc5ccccc54)c3c2c1	0.8%	x	-0.8%	11.6%	x	x	x	-0.9%	-0.8%	6.9%	-6.3%
Cc1nn(-c2ccccc2)c(C)c1C(=O)OCC(=O)NC(=O)NC1CCCCC1	-3.5%	21.2%	-7.6%	20.4%	i	i	i	-1.0%	-0.7%	12.4%	3.8%
Nc1ccc2oc(-c3ccccn3)nc2c1	-5.9%	x	-2.3%	-5.5%	i	i	i	-1.3%	-0.4%	0.0%	4.3%
O=C1[C@H]2[C@H]3[C@H](O)[C@H](O)C/C(=N/OCc4ccccc4)[C@@H]3CC[C@@H]2C(=O)N1Cc1ccc2c(c1)OCO2	1.2%[11.5 µM]	x	2.2%[11.5 µM]	2.8%[11.4 µM]	x	x	x	0.5%[15.4 µM]	1.9%[15.4 µM]	x	x
CCCCOc1ccc(/C(N)=N/O)cc1	-3.8%	x	0.2%	-27.2%	x	x	x	-1.1%	0.2%	x	x
CC1CCN(C(=O)CSc2nc(N)c3c4c(sc3n2)CN(C)CC4)CC1	0.0%	-0.2%	0.9%	9.1%	i	i	i	-2.2%	0.8%	0.0%	1.6%
CC(C)(C)C1CCc2onc(C(=O)Nc3cnn(Cc4ccc(F)cc4)c3)c2C1 (stereo not drawn)	-1.4%	35.4%[activator]	-0.1%	u	i	i	i	0.1%	-0.4%	-2.9%	-8.6%
Cc1cccc(C)c1NC1=NC(C)(C)N=C(N)N1	-2.5%	0.2%	0.3%	15.3%	i	i	i	-1.4%	-0.9%	3.4%	-2.4%
O=C(NCc1cccs1)c1ccc(Cl)s1	-9.4%	-3.9%	-1.8%	6.2%	i	i	i	-7.6%	2.3%	0.0%	2.7%
C=CCN=C(CC)C1=C(O)CCCC1=O	-0.7%	-0.4%	-1.7%	-5.7%	i	u	u	-2.9%	-0.6%	-2.1%	x
COc1ccccc1N1CCN(C(=O)CN(Cc2ccccc2)S(C)(=O)=O)CC1	-1.5%	10.3%	-1.3%	26.4%	i	u	i	-1.6%	-0.4%	-3.2%	4.7%
N#CCCCSc1nnc(-c2ccc(Cl)cc2)n1-c1ccccc1	-4.2%	8.9%	-0.1%	25.1µM*	x	x	x	1.6%	-0.4%	-0.3%	16.4%
CC(C)Oc1ccc(C(=O)NC2CCS(=O)(=O)C2)cc1 (stereo not drawn)	0.2%	-3.9%	2.3%	6.4%	i	i	i	0.3%	0.0%	0.3%	-1.3%
C=CCn1c(CC(=O)OC)csc1=Nc1ccc(C(C)=O)cc1	-2.8%	3.9%	-4.0%	u	i	i	i	-2.4%	-1.7%	-1.0%	1.9%
